Source: PubChem BioAssay
Mito fusion act – inhibitors of mitochondrial division or activators of mitochondrial fusion; S. cerevisiae fusion-defective mutant growth rescue, CellTiterGlo 48 h; Potency, µM (series often up to 46.1 µM), without a hit: at the top dose growth rescue (activation), most hits filed as activators; hit rate 0.23% among 320,000;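 further: potency means the concentration at half of the fitted maximal effect; % of control where 0% means no effect; nearly all actives have a fitted effect of over 45% in size; temperature-sensitive fusion mutants such as fzo1-1 at 37 °C on non-fermentable ethanol glycerol medium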
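Growth-rescue viability read-out: after 48 h at the non-permissive 37C in glycerol/ethanol YPEG, yeast mitochondrial fusion mutants are measured by CellTiterGlo luminescence; compounds (23 nl pinned per well) restoring growth score as division inhibitors or fusion activators.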
Tb PFK inh – inhibitors of T. brucei phosphofructokinase. T. brucei PFK, ADP-Glo luminescence. Potency, µM (series often up to 57.5 µM), for the others: at the top dose activity, negative = inhibition, usual class: inhibitors. hit rate 0.17% among 330,000. AID 485367;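 further: potency means the concentration at half of the fitted maximal effect; 0% = uninhibited 1x PFK enzyme wells and -100% = no-enzyme wells; nearly all actives have a fitted effect of over 60% in size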
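PFK 1.25 nM, F6P 0.5 mM, ATP 0.1 mM, 0.1 M TEA pH 8.0, 5 mM MgCl2, 0.01% Tween20, 0.1% BSA; 45 min RT. ADP-Glo readout. qHTS titration up to 57 uM; curves fitted, compounds curve-classed.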
ELG1 DNA repair – blocks ELG1-dependent DNA repair in HEK293T cells. HEK293T ELG1-luciferase reporter, luminescence, 16 h; DNA damage induced by 5-fluorouridine. Potency, µM (doses to about 46.1 µM), inactives show top-dose activity change, negative = inhibition, usual class: inhibitors. hit rate 2.3% among 330,000. AID 504467; further: potency means the concentration at half of the fitted maximal effect; on the % scale 0 is the no-effect control and ±100 the full control effect; nearly all actives have a fitted effect of over 55% in size
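HEK293T cells expressing luciferase-tagged ELG1 (2,000/well) received 5-Fluorouridine plus compound or DMSO for 16 hr at 37 °C. Luciferase was read by ONE-Glo luminescence after 30 min at room temperature.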
TSG101-PTAP inh – blocks PTAP/TSG101 interaction to inhibit HIV-1 budding | Q99816 | Fluorescence polarization, FITC-PTAP peptide / Tsg101 binding | Potency, µM (series often up to 115 µM), inactives show at the top dose activity change, negative = inhibition, hits mostly inhibitors | 340,000 tested, under 10 active | AID 493005; active means well fitted inhibition curve with a large enough effect in the main read-out, with a control signal flat, not every such curve was filed as active; inconclusive means small, poorly fitted or top-dose-only effect, or effect the other way, or a change in a side signal; inactive means no such curve, though single readings can be large or run the other way; further: potency means the concentration at half of the fitted maximal effect; % of control where 0% means no effect
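Compounds were pin-transferred onto Tsg101 binding domain (10 uM final) in HEPES pH 7.5 buffer, then FITC-PTAP peptide was added at 50 nM final. After 20 min at RT, polarization reported peptide displacement across a qHTS concentration series.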
USP2a inh – blocks human ubiquitin-specific protease USP2a | O75604 | USP2 core, Ub-CHOP2 coupled fluorogenic reporter, 485/531 | Potency, µM (titrated, usually from 38.3 µM), for inactives: top-dose activity change, negative = inhibition, hits mostly inhibitors | hit rate 0.01% among 330,000 | AID 463254;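 further: potency means the concentration at half of the fitted maximal effect; plate controls were DMSO wells for no effect and full inhibition by NEM control for full effect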
Target sequence (O75604 whole entry, looked up): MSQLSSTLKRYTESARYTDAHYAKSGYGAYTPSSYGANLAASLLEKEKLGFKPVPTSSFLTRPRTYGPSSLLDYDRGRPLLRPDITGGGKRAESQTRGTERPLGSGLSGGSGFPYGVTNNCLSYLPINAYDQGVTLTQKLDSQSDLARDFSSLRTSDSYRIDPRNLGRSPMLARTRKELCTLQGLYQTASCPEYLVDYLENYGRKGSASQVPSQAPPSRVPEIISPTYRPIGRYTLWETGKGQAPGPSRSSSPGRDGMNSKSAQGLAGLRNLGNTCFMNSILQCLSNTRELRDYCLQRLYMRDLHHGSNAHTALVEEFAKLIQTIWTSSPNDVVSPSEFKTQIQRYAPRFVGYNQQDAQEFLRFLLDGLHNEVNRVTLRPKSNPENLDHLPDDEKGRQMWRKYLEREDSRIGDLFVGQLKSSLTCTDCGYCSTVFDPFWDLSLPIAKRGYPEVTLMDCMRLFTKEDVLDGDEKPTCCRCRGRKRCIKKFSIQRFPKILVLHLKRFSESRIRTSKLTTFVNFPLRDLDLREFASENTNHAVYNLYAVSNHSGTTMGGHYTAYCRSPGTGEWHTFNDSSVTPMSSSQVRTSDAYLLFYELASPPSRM
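USP2 core (10nM final) preincubated 30min RT with compound in 20mM Tris-HCl pH 8.0, 2mM CaCl2, 2mM beta-mercaptoethanol, 0.05% CHAPS; 25nM Ub-CHOP2 plus 25nM reporter substrate added, fluorescence (Ex485/Em531) read after 60min.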
TSHR antagonist – human thyrotropin receptor antagonism; P16473; TSHR-expressing cells, TSH-stimulated cAMP HTRF, 2 h; active compounds read low; activity change, negative = inhibition, % at 11.5 µM; hit rate 0.2% among 330,000;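 active means activity change below a set negative limit, meaning inhibition stronger than a set level, cut at about -70% in these data; inconclusive means activity change between two set negative limits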; further: on the % scale 0 is the no-effect control and ±100 the full control effect
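TSHR-expressing cells were treated with compounds, then stimulated with TSH at EC80 (4nM final) for 2 hours at 37 deg C. Cellular cAMP was measured by HTRF competition between lysate cAMP and cAMP-d2 for a cryptate-labelled anti-cAMP antibody.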
B2AR arrestin – beta2AR (human) beta-arrestin recruitment activity. beta-arrestin recruitment to beta2AR, cell-based reporter. Potency, µM (highest dose often 46.1 µM), without a hit: at the top dose activation, usual class: activators. hit rate 0.02% among 330,000. AID 492947;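 further: potency means the concentration at half of the fitted maximal effect; 0% = DMSO controls and full agonism = EC100 isoproterenol or metaproterenol; nearly all actives have a fitted effect of over 65% in size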
TCR activator – T cell receptor activation. 330,000 tested, under 10 active. primary human leukocytes, anti-CD3, IL-2 HTRF, 48 h. Potency, µM (titrated, usually from 9.22 µM), inactives show top-dose activation of IL-2 secretion, hits mostly activators; further: % of control where 0% means no effect
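Activity was scored as IL-2 release from primary human leukocytes given only a TCR signal (a-CD3 beads) plus compound for 48 hr. Detection used a two-antibody HTRF format read at 665nm.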
uPA surface inh – blocks generation of uPA at the cell surface; cell surface uPA generation assay, qHTS; Potency, µM (doses to about 38.3 µM), without a hit: top-dose activity change, negative = inhibition, hits mostly inhibitors; hit rate 0.31% among 330,000; AID 540303; active means well fitted inhibition curve with a large enough effect; inconclusive means small, poorly fitted or top-dose-only effect; inactive means no such curve, though single readings can be large or run the other way; tested in mouse RAW 264.7 cells; further: potency means the concentration at half of the fitted maximal effect; on the % scale 0 is the no-effect control and ±100 the full control effect; nearly all actives have a fitted effect of over 55% in size
Eya2 phos inh – Eya2 (human) phosphatase inhibition | hit rate 0.006% among 330,000 | recombinant Eya2, OMFP fluorescence dephosphorylation (OMFP is methylfluorescein phosphate) | Potency, µM (top dose mostly 76.9 µM), for the others: at the top dose activity, negative = inhibition, actives largely listed as inhibitors | AID 488837 | O00167; further: potency means the concentration at half of the fitted maximal effect; on the % scale 0 is the no-effect control and ±100 the full control effect
Target sequence (O00167 whole entry, looked up): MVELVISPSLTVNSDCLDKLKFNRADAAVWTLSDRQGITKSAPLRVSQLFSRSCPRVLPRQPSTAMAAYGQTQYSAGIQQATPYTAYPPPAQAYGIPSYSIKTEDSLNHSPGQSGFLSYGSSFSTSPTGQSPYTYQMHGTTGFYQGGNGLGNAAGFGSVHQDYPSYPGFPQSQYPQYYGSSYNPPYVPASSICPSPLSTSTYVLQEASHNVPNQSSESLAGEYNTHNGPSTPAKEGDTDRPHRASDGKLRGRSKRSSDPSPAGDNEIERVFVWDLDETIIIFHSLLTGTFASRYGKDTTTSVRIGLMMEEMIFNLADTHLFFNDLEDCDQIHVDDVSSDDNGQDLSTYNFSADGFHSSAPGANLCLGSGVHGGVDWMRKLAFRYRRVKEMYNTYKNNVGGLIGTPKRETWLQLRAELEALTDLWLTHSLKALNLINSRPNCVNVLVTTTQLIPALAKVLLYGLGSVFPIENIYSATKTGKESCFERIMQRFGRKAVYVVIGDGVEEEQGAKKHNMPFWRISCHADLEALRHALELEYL
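Eya2 protein (added as 0.2 uM solution) was preincubated with compound for 10 min at ambient temperature in 50 mM HEPES pH 7.5, 50 mM NaCl, 5 uM MgCl2, 0.05% BSA, 1 mM DTT. OMFP (added at 50 uM) then reacted 10 min; fluorescence read at 485/525 nm.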
BCR signal inh – inhibitors of chronic active B-cell receptor signaling; ABC-DLBCL IkBa-CBG/CBR reporter, luminescence ratio, 4 h; hit rate 0.05% among 340,000; AID 493014; Potency, µM (doses to about 46.1 µM), for the others: top-dose ratio change, negative = lower green/red ratio, most hits filed as inhibitors; active means well fitted inhibition curve with a large enough effect in the signal ratio, with a control signal flat, not every such curve was filed as active; inconclusive means small, poorly fitted or top-dose-only effect, or effect the other way, or a change in a side signal; the % refers to the signal ratio;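 further: potency means the concentration at half of the fitted maximal effect; plate controls were basal doxycycline-induced cells for no effect and cells given 10 µM MG132 for full effect; MG132 reads +100%, hits lower the ratio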
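Compounds up to 46 uM were incubated four hours with TMD8 cells whose green CBG68 luciferase is fused to IkappaBalpha; red CBR luminescence normalised the signal, and concentration-effect curves were fitted to fusion, red and ratio data.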
Numbers without * were called inactive; u = inconclusive; x = not tested or not shown; [ ] = dose if it differs, or a comment. Unless noted, the call rests on the fitted dose curve; in most records, active means well fitted curve in the direction sought with a large enough effect; inconclusive means small, poorly fitted or top-dose-only effect, or another doubt; inactive means no such curve, though single readings can be large; an effect the other way counts as inactive or inconclusive.

Sequence of screens – Eya2 phos inh | USP2a inh | TSG101-PTAP inh | BCR signal inh | TCR activator | uPA surface inh | B2AR arrestin | ELG1 DNA repair | Tb PFK inh | TSHR antagonist | Mito fusion act
CC1C2CC(CC1(C)C)N(C(=O)Nc1ccc3nccnc3c1)C2 (configuration not stated)
  3% | 1% | -1% | 3% | 13% | -7% | -0.9% | -8% | -3% | -5 | 2%
Cc1ccc(CNC(=O)CCC(=O)c2cccs2)cc1
  -1% | 1% | -10% | u | 2% | 4% | -0.2% | 11% | -1% | 4 | -2%
O=C(Nc1ccc(S(=O)(=O)NC2=NCCCCC2)cc1)c1ccc(Cl)c([N+](=O)[O-])c1
  -19% | 1% | 1% | 0% | -5% | -65% | -0.6% | -6% | u | -19 | x
CCOC(=O)N1CCN(c2c(NCC3CCCO3)c(=O)c2=O)CC1 (configuration not stated)
  10% | 3% | -1% | 17% | -5% | -8% | -0.4% | 7% | 1% | 8 | -2%
COc1ccc(COc2ccc3ccc(=O)oc3c2)cc1
  -4% | -2% | 1% | u | 1% | u | -0.6% | u | 0% | u | 7%
COc1ccc(CNC(=O)CC2C[C@H](C(=O)N3CCCCC3)[C@@]3(C)c4[nH]c5ccccc5c4CCN3C2=O)cc1OC (some centres not stated)
  -13% | -1% | 1% | 4% | 4% | -14% | -0.6% | -20% | 1% | 13 | x
O=C(CC(c1ccccc1)c1cc(Br)ccc1O)NCCCN1CCOCC1 (configuration not stated)
  -6% | -1% | -4% | -7% | 5% | 11% | -0.6% | 8% | 0% | -3 | 1%
O=C(NCc1cccs1)C1CCN(S(=O)(=O)c2ccc(Br)s2)CC1
  -1% | -1% | -1% | 12% | 1% | -3% | -0.2% | u | 2% | -6 | 3%
OC(COc1cc(Cl)c(Cl)cc1Cl)CN1CCN(c2ncccn2)CC1 (configuration not stated)
  7% | -8% | -1% | 1% | 4%[46.1 µM] | 1% | -0.3% | u | 0% | -25 | 5%
COc1cc(CN2CCCC(CCC(=O)NCc3ccc(C)o3)C2)cc2c1OCO2 (configuration not stated)
  -5% | -4% | 0% | 1% | -1% | -14% | -0.3% | -3% | -4% | -7 | 0%
Clc1ccc(-c2cc(-c3ccccn3)on2)c(Cl)c1
  7% | 2% | -2% | u | 7% | 0.89µM* | 0.4% | u | -1% | 3 | -1%
N=c1c2ccccc2nnn1-c1ccc(C(F)(F)F)cc1
  7% | 2% | u | 1% | 3% | 4% | -0.1% | u | 2% | 29 | -1%
O=C(N/N=C/c1cc([N+](=O)[O-])ccc1Cl)c1ccc2nc[nH]c2c1
  16% | -1% | 0% | 5% | -8% | 2% | 0.0% | -26% | 0% | -13 | 1%
COc1cc(NC(=S)NCCCN(C)C)c(OC)cc1NC(=O)c1ccco1
  4% | 7% | 1% | 4% | 1% | -11% | -0.8% | -3% | 2% | 2 | -1%
Cc1ccc(NC(=O)Cn2cccc2C2=NC(c3ccccc3)CO2)c(C)c1 (configuration not stated)
  -1% | 2% | 1% | 4% | -6%[46.1 µM] | 13% | -1.8% | -3% | 0% | 13 | 1%
O=C(NCCCn1ccnc1)/C(=C\c1ccc(Br)cc1)NC(=O)c1ccccc1F
  9% | -2% | -3% | 4% | 1% | -18% | -0.3% | -1% | -1% | 11 | -1%
CC(CC(=O)N1CCN(c2ccccc2)CC1)S(=O)(=O)c1ccc2c(c1)NC(=O)CS2 (configuration not stated)
  -1% | 1% | 0% | -6% | -9% | -6% | -0.3% | u | -6% | -14 | -2%
O=S(=O)(Nc1ccccc1Cl)c1cc(NC(=S)NCCN2CCOCC2)ccc1Cl
  -2% | -6% | -1% | -4% | -7% | -4% | -0.1% | u | -1% | -9 | 0%
O=C(c1n[nH]c(=O)c2ccccc12)N1CCN(Cc2ccc3c(c2)OCO3)CC1
  -2% | 11% | -3% | 3% | 0% | 1% | 0.0% | -15% | 1% | -2 | -5%
CC1(C)CC(=O)c2c(oc3cc(O)c(O)cc23)C1
  -5% | 1% | -1% | -15% | 1% | -10% | 0.3% | -22% | 5% | 2 | 7%
Cc1ccccc1CN(c1ccc(C(=O)N2CCCC2)cc1)S(C)(=O)=O
  2% | 1% | -4% | 2% | -11% | -3% | -0.3% | 12% | -1% | 2 | -2%
NC(=O)c1nnn(-c2cccc(C(F)(F)F)c2)c1-c1ccccc1
  -6% | 4% | 0% | 0% | -2% | 1% | -0.9% | -2% | 0% | 12 | -4%
Cc1c(C)c2c(OCC(=O)N[C@@H](Cc3ccccc3)C(=O)O)cc3c(c2oc1=O)CCC(C)(C)O3
  -5% | 0% | -11% | 23% | -1% | 5% | 0.1% | 7% | 3% | -7 | 0%
COc1ccc(N2C(=O)CC(SCc3ccc(Cl)cc3)C2=O)cc1 (configuration not stated)
  -7% | -4% | -1% | 0% | 0% | -2% | -0.2% | 9% | -5% | 2 | -2%
O=C(CCNC(=O)c1ccc([N+](=O)[O-])cc1)NNC(=O)c1ccncc1
  0% | 1% | -4% | -1% | -1% | 1% | -0.5% | 29% | 3% | 5 | 2%
CCC(C)c1ccc(OCC(=O)Nc2ccc3[nH]c(=O)[nH]c3c2)cc1 (configuration not stated)
  -11% | 1% | -9% | -2% | -7%[46.1 µM] | 0% | 0.1% | 0% | 3% | -5 | -2%
O=C(/C=C/Nc1ccccc1)C(F)(F)F
  2% | -2% | 2% | -3% | -4% | -13% | -0.2% | 6% | 2% | 0 | 1%
O=C(NCc1ccccc1Cl)C1CCCN(C(=O)Nc2ccc(F)cc2)C1 (configuration not stated)
  6% | 6% | 0% | 0% | 0% | 2% | -0.4% | -2% | 1% | 4 | 5%
COC(=O)Nc1c(C)nn(Cc2ccccc2C)c1C
  4% | 1% | -1% | -2% | 4% | x | -0.4% | -3% | -5% | 4 | -4%
COc1ccc(CN(CCC(C)C)S(=O)(=O)c2ccccc2Br)c(OC)c1
  -3% | 3% | 2% | 9% | 0%[46.1 µM] | 8% | -0.5% | u | 1% | -17 | x
O=C(Nc1ccc(N2CCCC2)cc1)c1ccc(Br)cc1
  3% | u | 1% | -1% | -1% | -2% | -0.9% | u | 26% | -5 | -3%
Cc1ccc(CONC(=O)c2ccc(C)cc2)cc1
  3% | 5% | -4% | u | 5% | -12% | -0.1% | u | 0% | -14 | -3%
Cn1c(=O)c(S(=O)(=O)C(C)(C)C)c(O)c2ccccc21
  1% | 1% | -2% | -12% | 4%[46.1 µM] | -3% | -0.1% | -4% | 3% | -7 | 2%
COc1cc(S(=O)(=O)N2CCN(C)CC2)ccc1Cl
  0% | 2% | 1% | -4% | 2%[46.1 µM] | -9% | -0.9% | 7% | 2% | 3 | -1%
CCc1c(C(=O)Nc2ccccc2C(N)=O)csc1C
  2% | 1% | -3% | -16% | -7% | 9% | -0.9% | u | 24% | -2 | 7%
O=C(N/N=C\c1ccc(F)cc1)c1ccc(F)cc1
  7% | -2% | -2% | u | -3% | -5% | -0.1% | u | -28% | 15 | 4%
COc1ccc2c(c1OC)C(=O)OC2
  -22% | 0% | -7% | u | 2% | 17% | -0.6% | -15% | 0% | 20 | 14%
CC1CCC(NC(=O)c2ccc(/C=C3\Oc4ccccc4N(C)C3=O)cc2)CC1 (configuration not stated)
  -1% | 2% | x | u | -6%[46.1 µM] | x | -0.1% | -16% | -4% | 4 | -7%
O=C(CSc1ccc(-c2ccco2)nn1)NCc1ccc(F)cc1
  2% | 0% | -3% | -8% | -4%[46.1 µM] | -2% | -0.4% | 0% | -1% | 4 | 3%
CC(=O)Nc1nc(C)c(CCC2OCCO2)c(=O)[nH]1
  9% | 3% | 2% | -3% | -8% | -5% | 0.4% | 3% | -1% | 4 | 6%
Cc1ccc(C)c(C(=O)CSc2nnc(C)s2)c1
  6% | 0% | -3% | 4% | 2% | 6% | 0.0% | u | 0% | -13 | -4%
CCn1cc(/C=N\NC(=O)c2c[nH]c3ccccc23)c(C)n1
  -8% | 0% | -5% | -7% | 0%[46.1 µM] | 0% | -0.4% | u | -1% | -8 | 6%
CC(C)(C)OC(=O)N1CCCC1C(=O)NC(Cc1ccccc1)C(=O)O (configuration not stated)
  11% | 1% | -3% | -8% | 1% | 0% | -0.3% | 6% | 21% | 16 | -4%
